Screening data as filed in PubChem BioAssay.
H9c2 TAG inh: inhibitors of triacylglycerol accumulation; inhibition, % at 12.5 µM; H9c2 cells, Nile Red lipid (TAG) fluorescence; cells loaded with 200 µM oleic acid; AID 651582; 230,000 compounds, 0.66% hits;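 active = pattern-corrected inhibition of lipid staining of at least 50% with the nuclear-stain viability signal not falling by more than 50%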;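 note: 0% = DMSO wells and 100% = triacsin C control wells; some results filed as inactive read as strong as hits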
H9c2 TAG inh DAPI viability: second read-out of H9c2 TAG inh, no call of its own (marks repeat the call); DAPI nuclei signal change (viability), lower = more cytotoxic, %;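 whole-well DAPI fluorescence read on a plate reader as a viability signal; minus 50 percent equals half of cells still viable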
Starred values were filed as active, the others as inactive. This is a subset; rates above refer to the full screens.

Values in the order: H9c2 TAG inh, H9c2 TAG inh DAPI viability
COC(=O)c1ccc(S(=O)(=O)N2CCCN(Cc3ccc(F)cc3)CC2)n1C
  -18.0, 10.7
O=C(NNC(=O)c1ccc(-c2ccccc2)cc1)Nc1ccc(F)cc1F
  11.5, -4.2
CC(=O)Nc1ccc(S(=O)(=O)NCc2ccc3c(c2)cc(C)n3C)cc1
  6.9, 2.1
ON=C1CCN(c2ncc(C(F)(F)F)cc2Cl)CC1
  0.9, 15.1
O=C(NCc1cccnc1)c1ccc(S(=O)(=O)Nc2ccccc2)cc1
  -9.0, -2.2
CCC(C)c1ccc(OCC(=O)O)cc1 (stereo not drawn)
  2.8, -2.0
NC(=O)CC(NC(=O)Cc1ccc(Br)cc1)c1ccc(N2CCC(N3CCCCC3)CC2)c([N+](=O)[O-])c1 (stereo not drawn)
  -4.0, 4.8
CC1(C)CC(=O)CC2(C1)NCC(c1ccccc1)c1c2[nH]c2ccccc12 (stereo not drawn)
  -8.2, 0.9
Cc1cccc(Nc2nc(N)c([N+](=O)[O-])c(NCc3ccccc3)n2)c1
  2.3, 6.2
O=C(NNC(=O)c1ccccc1Br)c1ccc2nc[nH]c2c1
  0.1, -4.4
CCOC(=O)N1CCC(NS(=O)(=O)c2cc(Br)cc3c2N(C(=O)CC)CC3)CC1
  0.4, -7.0
COC(=O)NC(=C(Cl)Cl)S(=O)(=O)c1ccccc1
  2.9, -4.7
c1ccc(COc2ccc(OCCCCN3CCCCC3)cc2)cc1
  30.7, -6.4
Cc1ccc(N(Cc2ccccc2)C(=O)c2cc(S(=O)(=O)N3CCOCC3)ccc2Cl)cc1
  -23.2, -2.4
CCOC(=O)c1[nH]c(C)c(/C(O)=C2\C(=O)C(=O)N(CCCN3CCOCC3)C2c2cccs2)c1C (stereo not drawn)
  4.7, 3.5
O=C(CSc1nc2ncc(Cl)cc2[nH]1)N1CCC(Cc2ccccc2)CC1
  1.2, 8.0
COC(=O)C1CSC2c3ccccc3C(=O)N12 (stereo not drawn)
  2.3, -3.4
O=C(O)Cc1ccc(Oc2ncc(C(F)(F)F)cc2Cl)cc1
  9.8, -10.1
COC(=O)C1=C(C)NC(=O)NC1c1ccc2c(c1)OCO2 (stereo not drawn)
  -6.8, 5.8
CCCN1C(=O)SC(CC(=O)Nc2ccccc2C)C1=O (stereo not drawn)
  7.0, 8.7
CCOC(=O)c1c(NC(=O)CSC2=NN3CCCC(=O)N=C3S2)sc2c1CCCCC2
  9.3, -13.5
CC1=C(C(=O)OCc2ccccc2)C(c2ccccc2Cl)NC(=O)N1C (stereo not drawn)
  0.8, -18.3
CCOC(=O)C1=CC[C@@H](c2cc(OC)c(OC)c(OC)c2)N(S(=O)(=O)c2ccc(C)cc2)[C@H]1C(=O)OCC
  -42.4, -7.0
CC(C)(C)c1nc2c(C#N)c(-c3ccc(Cl)cc3)ccn2n1
  32.9, 4.8
O=C(CSc1nc(-c2ccco2)cc(C(F)(F)F)n1)NCc1cccs1
  -10.4, 15.8
O=C(NCc1cccnc1)c1ccc(COc2ccc(Cl)cc2Cl)o1
  1.1, 2.3
COC(=O)C1C(c2ccc(OC)cc2)C(C(=O)OC)S(=O)(=O)C(CCN2CCCCC2)S1(=O)=O (stereo not drawn)
  -12.9, 6.1
CCC(C)(C)n1nnnc1CN1CCN(c2nc3cc(OC)ccc3cc2C#N)CC1
  4.9, -2.2
COc1ccc(Nc2c3c(nc4c(-c5ccccc5)c(C)nn24)CCC3)cc1
  -7.1, 6.3
COc1ccccc1C1=CC(=O)C[C@H](c2ccc3c(c2)OCO3)C1
  10.3, -1.8

Further compounds follow.
Values in the order: H9c2 TAG inh, H9c2 TAG inh DAPI viability
COCCN(C(=O)CCC(=O)Nc1ccccn1)C(C(=O)NCCC(C)C)c1ccc(OC)cc1 (stereo not drawn)
  -2.1, 12.4
O=C(c1ccc(N2C(=O)C3C4CC(C(Br)C4Br)C3C2=O)cc1)N1CCCCC1 (stereo not drawn)
  -0.6, 2.0
Cc1nn(CCOc2ccc(Br)cc2)c(C)c1[N+](=O)[O-]
  -19.0, -0.2
Cc1cc(C)c2cc(CN(CCO)Cc3nnnn3Cc3ccccc3)c(=O)[nH]c2c1
  0.4, -1.0
Cc1cc(C)c(Nc2ncnc(N)n2)c(C)c1
  2.6, -2.7
O=C(N/N=C/c1cccc([N+](=O)[O-])c1)c1cccc(Br)c1
  -22.4, 5.0
O=C(CCc1nnc(C2CCCCC2)o1)NCCCOc1cccnc1
  14.1, 8.7
CCc1cc(/C(Cc2ccccn2)=N\Nc2ccccc2)c(O)cc1O
  7.2, -9.7
O=C(C1CC(=O)N(C2CCCC2)C1)N1CCN(c2ccccc2F)CC1 (stereo not drawn)
  0.0, -7.7
COc1ccc(CC(=O)OCc2csc(CC(=O)Nc3ccc(C)cc3)n2)cc1
  -8.6, -5.9
C=CCc1cccc(CNc2nc3ccccc3n2CCC)c1O
  -10.2, -2.2
Cc1cc(OC(=O)c2ccccc2Br)cc(=O)n1C
  -2.0, -2.0
O=C1NC(c2ccccc2)=N/C1=C/c1ccco1
  4.7, 11.1
CCCn1c(=O)c2c(nc3n2CCN3Cc2ccco2)n(C)c1=O
  -1.6, -2.4
CC(C)(C)OC(=O)N[C@@H](/C=C/c1ccccc1)C(=O)OC(C)(C)C
  -4.5, -4.2
CCOc1ccc(OCC(=O)NCc2n[nH]c(=O)c3ccccc23)cc1
  -24.6, -2.8
CNC[C@H]1Oc2cc(Br)ccc2S(=O)(=O)N([C@H](C)CO)C[C@H]1C
  -2.8, -1.4
CN=c1sc(C(=O)Nc2ccccc2)c(C)n1C
  1.4, -6.7
C[C@@H]1CN([C@@H](C)CO)C(=O)CCCn2nncc2CO[C@H]1CN(C)C(=O)Nc1ccc(F)cc1
  -4.8, -5.7
CCc1ccc(OCc2cnc(Cl)s2)cc1
  -19.8, 3.1
CCOC(=O)[C@H]1[C@H]2COc3ccc(C)cc3[C@@H]2N2C(=O)c3cc(C)ccc3NC(=O)[C@@]12C
  14.6, 1.9
CC/C=C/C(=O)N1CC2(CC(c3cccc(NC(=O)c4ccccc4)c3)=NO2)C[C@@H]1C(N)=O (stereo partly drawn)
  -16.7, 0.3
CC(C)NC(=O)CSCc1c(Cl)cccc1Cl
  -31.8, 4.5
COc1ccc(OCc2ccc(-c3nc4ccccc4c(=O)n3N)o2)cc1
  7.0, -0.3
O=C(c1c[nH]c(C(=O)C(Cl)(Cl)Cl)c1)c1ccccc1Cl
  14.6, -15.6
COc1ccccc1C1=NOC(COC(=O)c2ccc([N+](=O)[O-])cc2)C1 (stereo not drawn)
  1.3, -3.1
O=C(Nc1ccc(NS(=O)(=O)c2ccc([N+](=O)[O-])cc2)cc1)c1ccco1
  12.6, 1.7
Cc1cccnc1Oc1ncccc1N
  14.0, -2.3
C=CCn1c(SCC(=O)N(C)C2CCS(=O)(=O)C2)nnc1-c1ccccc1 (stereo not drawn)
  19.3, -8.2
O=C(NC12CC3CC(CC(C3)C1)C2)N1CCN(c2ccccc2)CC1
  -1.4, -5.8

Grouped by structure: the compounds so far containing a COOH group (2)
Values in the order: H9c2 TAG inh, H9c2 TAG inh DAPI viability
CCC(C)c1ccc(OCC(=O)O)cc1 (stereo not drawn)
  2.8, -2.0
O=C(O)Cc1ccc(Oc2ncc(C(F)(F)F)cc2Cl)cc1
  9.8, -10.1

Record cards (already shown). Order of values: H9c2 TAG inh	H9c2 TAG inh DAPI viability
CC1=C(C(=O)OCc2ccccc2)C(c2ccccc2Cl)NC(=O)N1C (stereo not drawn) across the screens: 0.8	-18.3
COc1ccccc1C1=CC(=O)C[C@H](c2ccc3c(c2)OCO3)C1 across the screens: 10.3	-1.8
C=CCn1c(SCC(=O)N(C)C2CCS(=O)(=O)C2)nnc1-c1ccccc1 (stereo not drawn) across the screens: 19.3	-8.2
O=C(CSc1nc(-c2ccco2)cc(C(F)(F)F)n1)NCc1cccs1 across the screens: -10.4	15.8

Other entries:
Values in the order: H9c2 TAG inh, H9c2 TAG inh DAPI viability
COc1cccc(CN2CCNC(=O)C2CC(=O)NCc2cn3cccc(C)c3n2)c1OC (stereo not drawn)
  3.1, -4.3
CC(C)CC(=O)N1CCN(c2ccc(NC(=O)c3ccco3)cc2)CC1
  28.5, -12.6
CNC(=O)c1c(NC(=O)c2ccc3ncsc3c2)sc(C)c1C
  19.9, -3.1
CC1CCCN(C(=O)c2ccc3c(=O)n(C4CCCC4)c(=S)[nH]c3c2)C1 (stereo not drawn)
  -6.7, 10.9
COc1ccc(CCNC(=O)CSc2nc(C)cs2)cc1
  8.7, -3.2
Cc1noc(C)c1S(=O)(=O)N1CCC(C(=O)N2CCN(c3ccc(Cl)cc3)CC2)CC1
  22.1, -4.6
O=C(Nc1cccc(S(=O)(=O)N2CCCC2)c1)c1cc(-c2ccccn2)nc2ccccc12
  22.6, -6.9
Cc1cc(OCC(=O)Nc2ccncc2)ccc1Br
  -25.0, 2.5
c1coc(C2=NC(c3ccco3)C(c3ccco3)N2)c1 (stereo not drawn)
  0.6, -6.2
Cc1ccn2cc(C(=O)N3CCCC(Nc4ccc(F)cc4)C3)nc2c1 (stereo not drawn)
  -1.9, 5.8
CC1(C)CC2CC(C)(CN2C(=O)c2ccccc2)C1 (stereo not drawn)
  -15.8, 9.1
O=C(O)CCC(NC(=O)OCc1ccccc1)C(=O)O (stereo not drawn)
  -4.6, 3.1
CCn1cc(/C=C(\NC(=O)c2ccccc2OC)C(=O)NCCN2CCOCC2)c2ccccc21
  7.9, -17.0
COC(=O)Cc1ccc(NC(=S)N2CCCCC2C)cc1 (stereo not drawn)
  1.6, -6.7
CCCn1c(SCC(=O)N2CC(=O)Nc3ccccc32)n[nH]c1=O
  -3.3, 1.0
CN(C)c1ccc(-c2ccc([C@H]3[C@@H]4C=CCC[C@@]4(C)C(=O)N3Cc3ccccc3)c(F)c2)cc1
  -11.9, 28.2
O=C(Cn1nnc2ccccc21)NNC(=S)NC1CCCCC1
  -0.8, -5.9
CC1(C(=O)NS(=O)(=O)c2cccc(F)c2)CCN1C(=O)Cc1cc(F)ccc1F (stereo not drawn)
  11.3, 1.6
O=C(C1=C(O)C(=O)N(CCOCCO)C1c1cccs1)c1cccs1 (stereo not drawn)
  0.1, -1.6
Cc1ccc(S(=O)(=O)N(CC(=O)NCCSCc2ccco2)c2cc(C)ccc2C)cc1
  -16.9, 12.5
CC(=O)OC1CC(C)(C)N(OC(=O)CCCN2C(=O)c3ccccc3C2=O)C(C)(C)C1
  10.0, -3.3
CC(=O)Nc1ccc(-c2ccnc3c2CC(C)(C(=O)Nc2cccc(C(C)=O)c2)O3)cc1 (stereo not drawn)
  22.4, -11.5
CCN1C(=O)/C(=C\N(C)C)c2ccccc21
  3.2, 6.7
CCCC(=O)Nc1nc2ccc(NC(=O)c3ccc(Br)o3)cc2s1
  45.9, -14.5
O=C(c1ccccc1)c1cccn1CC(=O)N1CCN(C2CCCCC2)CC1
  4.0, -1.1
O=C(CCl)Nc1ccccc1C(=O)NCc1ccccc1
  -7.3, 3.2
COc1ccc(NC(=O)C2Cc3c(-c4cccc(F)c4)ccnc3O2)cn1 (stereo not drawn)
  -9.6, 0.2
COC(=O)c1cnn(-c2ccc(F)cc2F)c1/C=N/NC(N)=S
  -3.1, 3.2
Cn1nc(C(C)(C)C)cc1C(=O)NNC(=O)c1cccc(Cl)c1
  -5.0, 5.6
CC(C)(C)c1ccc(OCCn2ccccc2=O)cc1
  0.1, -10.2

The list goes on.
Values in the order: H9c2 TAG inh, H9c2 TAG inh DAPI viability
COc1ccccc1NS(=O)(=O)c1cc(N=N/C(C(=O)Nc2ccc(Cl)cc2)=C(/C)O)ccc1C
  -4.7, -6.3
C/C(=N\O)c1cc(Cl)cc(Cl)c1O
  4.3, -2.6
Cc1cccc(C)c1NC(=O)C(NC(=O)c1ccccn1)c1ccc([N+](=O)[O-])cc1 (stereo not drawn)
  -31.1, -4.3
O=C(NC1CCCCCC1)c1c(F)c(F)c(F)c(F)c1F
  -6.8, 12.4
COc1ccc(-c2nc(CCl)cs2)cc1OC
  17.0, -13.2
Cc1ccc(S(=O)(=O)Nc2ccc3c(c2)C(=O)N([C@H](C)CO)C[C@H](C)[C@@H](CN(C)Cc2ccccc2)O3)cc1
  -5.9, 10.3
O=C1CCCC2=C1C(c1ccc(O)c(O)c1)Nc1ccc3ncccc3c12 (stereo not drawn)
  5.7, 6.4
Cc1ccccc1NC1=NC(C)(C)N=C(N)N1
  -1.1, 5.9
CC(C)N(C(=O)[C@H]1C[C@H](CC(=O)NCCC2=CCCCC2)C(=O)N2CCc3c([nH]c4cc(CCC(=O)N(C)C)ccc34)[C@]12C)C(C)C
  -14.6, -10.6
CCC(=O)NCCCc1nc(-c2ccccc2)no1
  -12.3, -2.9
CSc1ccc(COC(=O)CCS(=O)(=O)c2ccc(C)cc2)cc1
  8.2, -2.0
CC(=O)c1cccc(NC(=O)COC(=O)C2CCCN2C(=O)c2cccs2)c1 (stereo not drawn)
  -6.7, 2.7
O=C(Nc1nnc(-c2ccco2)o1)c1cccc(N2C(=O)CCC2=O)c1
  4.8, -0.7
CC1=C(C(=O)OCC(Br)(Br)Br)C(c2cccc([N+](=O)[O-])c2)NC(=O)N1CCCC(=O)O (stereo not drawn)
  7.0, -22.9
CCN1CCc2c(C#N)c(N3CCOCC3)nc(NCc3ccccc3)c2C1
  -7.9, 12.5
Cc1ccnc(NC(=O)c2cccc(S(=O)(=O)N3CCN(c4ccc(F)cc4)CC3)c2)c1
  2.4, 4.7
Cc1cc(F)ccc1S(=O)(=O)Nc1ccccc1C(=O)NCc1ccccn1
  8.0, -3.5
CN(C)c1ccc(-c2nnc(-c3cccnc3)o2)cc1
  -14.0, 15.2
Nc1ccc(-c2nc3c(Cl)c(N)ccc3[nH]2)cc1
  14.3, 26.1
O=C(Nc1ccc(Br)cn1)C1CCN(S(=O)(=O)c2cccs2)CC1
  9.7, 3.1
